C8 TRAIL sens – caspase-8 TRAIL sensitization; NB7+C8 cells + TRAIL, ATPlite viability luminescence; inhibition (viability loss, TRAIL sensitization), % at 10 µM; hit rate 1% among 360,000; AID 624354;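 active = compounds causing at least 50% loss of cell viability in the single-dose screen, relative to plate controls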
HIF-2a inh – inhibitors of HIF-2a | 786-0 RCC cells HIF-2a reporter, luciferase luminescence, overnight | inhibition, % at 18.8 µM | hit rate 0.72% among 360,000;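 active = inhibition of the luminescence signal of 40% or more relative to plate controls, in a single-dose primary screen at 18.75 µM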
MITF TRPM1 inh – reduces MITF-dependent TRPM1 promoter luciferase signal; SK-MEL-5 TRPM1 promoter luciferase, 24 h; inhibition, % at 12.5 µM; hit rate 0.83% among 330,000; AID 488899;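 active = mean inhibition across replicates of 60% or more, whatever share of single replicates reaches that level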; note: values of inactives mirror those of a sister screen read the other way
TWEAK-Fn14 inh – TWEAK-Fn14 signaling inhibition; TWEAK-stimulated Fn14 reporter cells, luciferase luminescence, 8 h; inhibition, % at 10 µM; hit rate 2% among 360,000; AID 1159606; in the data active = inhibition above about 50%
CF NFkB inh – cystic fibrosis NF-kB activation inhibition; KKLEB NF-kB-GFP reporter, PAF-induced, GFP fluorescence overnight; inhibition, % at 5 µM; hit rate 0.86% among 360,000;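 active = at least 50% inhibition at 5 µM, scaled per plate between neutral and stimulator controls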;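 note: PAF is a Pseudomonas aeruginosa culture filtrate used as stimulus; plate controls were PAF-stimulated DMSO wells for no effect and unstimulated DMSO wells for full effect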
TROY signal inh – TROY signaling inhibition; Q293 LMP1-TROYcd NF-kB luciferase reporter, 4 h; inhibition, % at 10 µM; hit rate 0.98% among 360,000;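 active = compounds whose plate-normalised and pattern-corrected inhibition of the luciferase reporter signal at the single screening dose is 50% or more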
NR2E3 ag-1 – activates human photoreceptor nuclear receptor NR2E3 | Q9Y5X4 | GST-NR2E3/biotin-RetCOR TR-FRET, 1536-well | inhibition of corepressor binding, % at 4.78 µM | hit rate 0.12% among 320,000 | AID 2300;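 active = percent inhibition above the cutoff of mean plus 3 SD of all tested compounds, set per screening campaign, cut at about 20% in these data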;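 note: 0% = DMSO wells and 100% = biotin wells as full block of FRET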
Target sequence (Q9Y5X4 whole entry, looked up): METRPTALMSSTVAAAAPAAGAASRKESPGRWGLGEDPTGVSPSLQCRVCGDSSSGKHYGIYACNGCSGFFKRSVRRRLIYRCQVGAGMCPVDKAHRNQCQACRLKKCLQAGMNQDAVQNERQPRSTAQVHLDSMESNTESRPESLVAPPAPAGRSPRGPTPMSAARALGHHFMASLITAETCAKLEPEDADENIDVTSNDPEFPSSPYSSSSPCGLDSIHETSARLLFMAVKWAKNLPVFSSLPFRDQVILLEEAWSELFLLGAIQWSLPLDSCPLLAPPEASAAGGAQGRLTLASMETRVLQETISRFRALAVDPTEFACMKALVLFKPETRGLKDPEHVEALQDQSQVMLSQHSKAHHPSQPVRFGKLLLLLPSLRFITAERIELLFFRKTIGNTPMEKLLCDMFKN
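Assay system: NR2E3–RetCOR corepressor complex. Quantity: 1.35 nM GST-NR2E3. Buffer or medium: pH 7.5 Tris-based buffer. Reagent: biotinylated RetCOR corepressor at 7 nM final. Schedule: 5 h at 4 °C. Detection: TR-FRET, emission read at 617 and 671 nm. Replicates: one well per compound, singlicate testing.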
KKLEB tox – counter-screen for CF NF-kB inhibitors: cytotoxicity. KKLEB CF airway cells viability, ATPlite luminescence, overnight; stronger effect = lower value; cells stimulated with P. aeruginosa culture filtrate. activity change (cytotoxicity), % at 5 µM. hit rate 0.36% among 360,000. AID 602141;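 active = corrected activity change at or below -50% at 5 µM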
NR2E3 ag-2 – activates human NR2E3 receptor; inhibition of corepressor binding, % at 3.98 µM; Q9Y5X4; AID 602229; CHO-S Gal4-NCOR/VP16-NR2E3 two-hybrid, luciferase; hit rate 0.35% among 360,000;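 active = inhibition above the mean of all tested compounds plus 3 SD, cut at about 70% in these data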;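 note: 0% = DMSO with NR2E3 transfected cells and 100% = cells lacking NR2E3 construct; higher means lower luciferase signal from less NR2E3 corepressor binding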
Shn3 3UTR inh – reduces Shn3 3'UTR luciferase signal in osteoblasts. Clone20 osteoblast Shn3 3'UTR firefly luciferase, 24 h. inhibition, % at 12.5 µM. hit rate 0.52% among 360,000. AID 588674;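 active = mean inhibition of at least 75% with every replicate also reaching 75%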;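 note: 0% = median of neutral control wells and 100% = pilot-screen positive control compound; some compounds past the cut are filed as inactive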
Peg3 prom inh – Peg3 promoter activity inhibition; HeLa PEG-Prom luciferase reporter, luminescence, overnight; inhibition, % at 20 µM; hit rate 1.7% among 360,000;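 active = inhibition of at least 50% at 20 µM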
* hit, by the source's call; / = no result given. Not all compounds are listed; the hit share may differ from the screen's.

The line under a structure holds: C8 TRAIL sens, HIF-2a inh, MITF TRPM1 inh, TWEAK-Fn14 inh, CF NFkB inh, TROY signal inh, NR2E3 ag-1, KKLEB tox, NR2E3 ag-2, Shn3 3UTR inh, Peg3 prom inh
COc1ccc(CN2CSC(=S)N(Cc3ccccc3)C2)cc1
  -5.4, -5.8, 14.1, -12.1, -5.5, -19.7, 3.8, 3.7, 0.8, 6.3, 2.5
Cc1ccccc1S(=O)(=O)Nc1cccnc1
  -3.2, 24.1, 1.3, -5.2, 3.2, 10.7, -0.7, -1.6, -10.5, 11.5, 9.3
Cn1cc(C=O)c2ccccc21
  4.1, 0.6, /, 12.4, 12.5, 8.6, 1.7, 4.3, 3.0, 5.8, 16.3
Cc1[nH]c2ccccc2c1C(=O)C(C)OC(=O)c1ccc([N+](=O)[O-])o1 (stereo not given)
  21.1, 1.1, 46.3, 6.3, 0.0, -0.9, 0.3, -8.8, 4.1, -7.7, 19.9
COc1ccc(Cl)cc1S(=O)(=O)N1CCCC1=O
  5.0, 19.2, 5.9, -13.2, -7.1, -7.5, -1.7, 7.8, -21.9, -20.0, 0.3
O=C(CCNC(=O)c1ccccc1)OCN1C(=O)c2ccccc2C1=O
  -1.4, 20.8, -3.6, -0.5, -1.0, -12.5, 1.0, 2.8, 1.0, -14.1, 12.5
O=C(Nc1ccc2c(c1)OCO2)c1ccc(Cl)nc1
  7.0, -114.1, -8.4, -25.6, 1.7, -0.2, 2.0, -1.7, -33.2, -46.7, -104.8
CC1(C)CC2(CCCN(CC(O)(c3ccccc3)c3ccccc3)C2)CCO1 (stereo not given)
  -7.9, -6.0, 0.8, -0.3, 13.0, -18.5, 1.0, -12.0, -10.9, -9.8, 13.1
Cc1ccc(C(c2nnnn2CC2CCCO2)N2CCN(C(=O)c3ccco3)CC2)cc1 (stereo not given)
  -1.3, 3.6, -12.2, 17.1, -10.8, -31.9, 1.6, -2.5, -3.0, -11.9, -3.6
O=C1/C(=C/c2cccs2)SC(=S)N1c1ccccc1
  28.8, -34.2, -20.0, -20.7, -0.7, -67.4, -1.7, -27.1, -32.6, 19.5, -9.9
Cn1nc(C(=O)Nc2ccc(Cl)c(S(=O)(=O)N3CCOCC3)c2)c2ccccc2c1=O
  -7.3, 3.6, -14.9, 12.8, 19.6, -2.7, 2.2, -12.0, -2.7, -2.3, 53.0*
Cc1cc(C)c(NC(=O)CCCn2c(=O)oc3ccccc32)c(C)c1
  -1.5, -8.6, 4.4, 3.7, -3.9, 4.7, -2.4, 9.0, 1.6, -15.7, -10.6
Cn1cc(C2=C(c3ccc(Cl)cc3Cl)C(=O)NC2=O)c2ccccc21
  -5.0, -55.2, 7.0, 35.0, -135.2, 15.5, 3.8, 11.3, 9.7, 8.9, 45.1
Cc1cc(C(=O)N2CCCC(Nc3ccc(C)c(C)c3)C2)nc(C)n1 (stereo not given)
  1.0, -1.5, /, -9.7, -8.4, -8.0, /, -1.7, -11.3, -6.3, -11.9
NC(=S)NN=Cc1nccc2c(C(F)(F)C(F)(F)C(F)(F)F)cccc12
  16.4, -88.7, /, 21.6, 37.8, -58.0, /, -19.5, 86.8*, 82.8, 36.6
O=C(CSc1cccc[n+]1[O-])c1ccccc1Br
  -4.6, -53.4, -8.9, 2.8, 3.2, -19.2, 3.1, -3.3, 10.5, -17.2, -13.1
O=C(NCC(c1ccco1)N1CCCCC1)c1cccs1 (stereo not given)
  7.4, 0.4, -1.5, 8.4, -12.5, -5.9, /, 1.2, -4.9, 4.3, 6.5
CC(=O)Nc1ccc(NC(=O)CSc2ccc(-c3ccc(-n4ccnc4)cc3)nn2)cc1
  27.5, -10.2, 4.0, -14.7, -6.4, -14.8, -53.1, -18.3, 21.1, 14.7, -2.5
NNC(=O)c1cc(Cl)ccc1Cl
  -0.1, 9.9, 3.5, 3.3, 18.7, 10.5, -1.2, -9.8, -58.5, -6.8, 3.0
COc1ccc(CNC(=O)C/C(C)=N/NC(=O)c2cnccn2)cc1
  -3.1, 8.5, 2.2, 7.5, -17.4, -29.4, 1.8, 0.7, -22.0, -5.3, 9.8
O=C(COC(=O)CCC(=O)c1ccc(Cl)cc1)NCCc1ccccc1
  -0.6, 8.0, 9.6, -9.2, -9.0, -4.8, 3.9, 3.9, -0.6, -15.5, 5.7
Cc1cc(=O)oc2c(CN3CCCCC3)c(O)c(Cl)cc12
  3.7, 4.3, -0.1, 15.2, -5.5, -4.2, 1.5, -24.8, -32.2, -37.5, 7.7
Cc1cccc(N2CCN(C(=O)c3cc4c(=O)n(C)c5ccccc5c4n3C)CC2)c1C
  27.0, 6.7, 13.5, 49.3, -5.6, 23.4, 3.7, 12.3, -8.5, 3.0, 11.4
c1ccc(Cn2c(NCc3ccccn3)nc3ccccc32)cc1
  -2.9, -7.0, 9.9, 13.2, -7.4, -14.3, 4.1, 7.0, 9.4, -5.2, -4.6
CSc1nc(Oc2ccc3ccccc3c2)c2sccc2n1
  15.0, -25.1, 37.0, 24.2, 26.5, 13.1, -2.2, -14.9, -96.0, 30.4, 7.5
O=C(NCc1ccc(N2CCCC2=O)cc1)c1cnccn1
  -4.2, 4.4, 15.4, -4.8, -17.2, 3.7, 4.5, 5.9, -11.0, -30.8, -11.9
CCOC(=O)c1c(C)[nH]c(C)c1C(=O)CSc1nc2ccccc2n1CCC#N
  -8.9, 17.3, -2.3, -23.8, -0.6, -6.3, -2.2, 12.1, 8.9, -14.4, 10.8
COc1ccc(C(=O)CSc2nnc(COc3ccc(C#N)cc3)n2-c2ccccc2)cc1
  -15.3, 13.6, -13.9, -9.9, -10.9, 0.5, -0.3, 4.7, -5.3, -2.7, 13.5
CC1CCC2(CC1)NC(=O)N(NC(=O)c1cc3ccccc3o1)C2=O (stereo not given)
  0.6, 14.6, 0.4, 6.1, 11.9, 12.0, 3.3, -23.4, -2.3, 10.0, -2.1
COc1ccc(NC(=O)C2CCN(S(=O)(=O)c3ccc(Br)s3)CC2)cc1OC
  -1.3, 12.2, 11.4, 1.5, -17.7, 3.2, -0.7, 12.5, -14.4, 21.3, 15.5
O=C(COC(=O)c1ccc2c(c1Cl)C(=O)c1ccccc1C2=O)NC1CC1
  1.2, -102.3, -4.2, -10.2, 0.6, -35.2, 6.2, -3.5, -15.4, -30.7, -86.6
COc1ccc(-c2cc3c(=O)n(CC(=O)Nc4ccc(C(C)=O)cc4)ncn3n2)cc1
  -2.9, -23.5, -8.0, -56.7, -2.0, -36.9, 0.4, 18.6, -20.5, -5.1, -47.9
CC(C)[C@H]1CN=C2N(CCNC(=O)CCC3CCCCC3)[C@H](Cc3ccc(O)cc3)CN21
  2.6, 2.7, 0.7, -15.4, -2.2, -8.2, -2.6, 7.8, -7.9, 4.3, 1.4
CC1CCN(C(=O)c2ccc(NC3=C(Cl)C(=O)N(Cc4ccccc4)C3=O)cc2)CC1
  24.8, -2.2, -0.4, 9.0, 12.2, 20.4, /, -3.9, 2.9, -2.1, 40.4
O=C(Nc1cccc(C(F)(F)F)c1)c1ccc(N2CCNCC2)c([N+](=O)[O-])c1
  35.7, 12.6, 7.3, -8.1, 17.4, -2.7, -0.2, -6.4, -7.2, 30.9, 22.1
COCCCNC(=O)c1ccccc1NS(C)(=O)=O
  18.0, 0.1, 4.9, -0.8, 0.1, -5.3, 3.7, -4.4, 4.9, 3.4, 13.9
CC[n+]1c(S(=O)(=O)[O-])ccc2ccc(C)cc21
  -2.2, -0.3, -9.3, -18.2, 1.7, 12.3, -2.6, -4.0, 0.8, -4.7, -5.7
Cc1ccccc1OCC(=O)Nc1ccc2oc(=O)ccc2c1
  15.8, -60.2, -10.5, -15.0, -25.2, -6.5, 1.7, 12.1, -13.2, 0.8, -44.1
NNC(=O)CSc1nc(-c2ccccc2)nc2c1CCCC2
  -1.4, 18.8, 3.1, -3.3, 12.2, 1.6, 1.7, -11.4, -9.1, -6.7, 11.7
COCCNC(=O)C1CCCN(c2nn3c(=O)cc(C)nc3s2)C1 (stereo not given)
  8.4, 9.1, -6.7, 6.2, 12.4, 3.5, -0.7, -11.2, 15.7, 8.3, 10.2
CCOC(=O)c1c(NC(=O)CSc2nnnn2-c2ccccc2)sc2c1CC(C)(C)NC2(C)C
  9.1, 2.6, -3.7, -16.4, 8.0, 10.3, 2.4, -17.3, -3.4, 20.0, 54.8*
Cc1ccc(-c2c(C)c(-c3ccc(F)cc3)nc(N)c2C#N)o1
  -1.3, 14.5, -18.0, 2.9, 19.1, 6.8, 2.6, -4.6, -18.7, 7.6, 0.6
Cc1nc(SCC(=O)Nc2ccc(N3CCOCC3)cc2)nc(C)c1C
  -9.0, 17.4, 10.3, 0.3, -10.1, -3.5, 0.4, 4.6, 20.2, 2.0, -5.2
CCn1c(SCCC(=O)O)nnc1-c1cccnc1
  5.0, 12.9, -9.3, -4.3, -9.3, 3.2, 0.6, 10.8, 9.9, -20.5, 5.3
CC(=O)OC[C@@H]1CN(Cc2ccccc2)C[C@H](n2cnc3c(NCc4ccco4)ncnc32)O1
  -8.4, 24.4, /, 36.0, -2.5, -2.2, /, -1.7, -21.6, -24.1, 4.4
S=c1[nH]nc(-c2cc(-c3ccccc3)n[nH]2)n1/N=C/c1cccc(Cl)c1
  -1.8, 16.4, -5.3, -15.5, -6.6, -17.7, 1.8, 6.2, -41.2, -22.9, 4.9
CCCCNC(=O)NCCN1CCOCC1
  -12.3, 14.5, 5.8, -4.7, -10.3, -0.2, 2.3, 8.3, -1.7, 34.0, -1.3
COc1ccc(C(=O)N/N=C/c2ccccn2)cc1
  32.5, -146.6, /, 14.6, -16.9, -9.6, /, 2.6, -63.1, -62.3, -149.9
COCCCn1c(=O)/c(=C\c2ccccc2OC(F)F)s/c1=C(/C#N)C(=O)NCCOC
  3.6, 15.6, -6.2, 15.7, -10.6, -0.3, -0.2, -7.4, -6.2, -24.0, 17.1
CC(=O)c1c(C(C)=O)c(C)n(-c2ccc(C(=O)O)cc2)c1C
  5.6, 7.6, 33.4, 4.1, 6.0, 0.5, -1.5, 0.3, -25.5, -6.1, 16.1
CC(=O)c1ccc(S(=O)(=O)Nc2ccc3c(c2)OCO3)cc1
  -14.3, -27.0, -5.8, 0.6, 5.7, 8.9, /, -1.3, 13.1, 5.1, 7.2
CC1CCCCN1Cc1nc2c(c(=O)n(C)c(=O)n2C)n1Cc1c(F)cccc1Cl (stereo not given)
  6.6, 0.0, -3.8, -6.8, -10.2, -7.9, 2.6, -2.9, 9.9, 0.0, 11.7
CCC(=O)Nc1ccc2oc(-c3ccccc3Br)nc2c1
  20.7, -246.1, -129.4, -27.4, 17.9, -42.0, 3.9, -0.2, -132.0, -97.7, -319.5

Compound activity (PubChem BioAssay)
